ZTA DNA inh: blocks Epstein-Barr virus ZTA, an EBNA-1 counter-screen | AID 2234 | inhibition, % at 11 µM | P03206 | 320,000 compounds, 0.15% hits | ZTA-DNA binding, fluorescence polarization; in the data active means inhibition above about 33%
LYPLA2 counter: counter-screen for PME1 inhibitors: inhibitors of human LYPLA2. O95372. recombinant LYPLA2, FP-Rh probe fluorescence polarization. inhibition, % at 5.9 µM. 320,000 compounds, 0.38% hits. AID 2177;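 active means inhibition above the screen-wide mean plus 3 SD, limit set per campaign, cut at about 26% in these data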;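 further: 0% = LYPLA2 with DMSO and 100% = wells lacking LYPLA2 enzyme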
Target sequence (O95372 whole entry, looked up): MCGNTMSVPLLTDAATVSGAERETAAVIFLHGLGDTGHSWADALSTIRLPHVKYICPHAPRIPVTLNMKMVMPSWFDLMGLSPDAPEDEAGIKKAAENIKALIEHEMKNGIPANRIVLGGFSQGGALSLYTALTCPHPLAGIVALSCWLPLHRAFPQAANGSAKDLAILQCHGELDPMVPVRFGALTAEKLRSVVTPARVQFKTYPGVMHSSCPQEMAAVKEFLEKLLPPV
pPAFAH inh: pPAFAH (human) enzyme inhibition. recombinant pPAFAH, FP-rhodamine probe fluorescence polarization. inhibition, % at 3.39 µM. 330,000 compounds, 1.5% hits;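 active means inhibition above the mean inhibition across the screen plus 3 SD, cut at about 25% in these data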;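 further: inhibitors block binding of the rhodamine activity-based probe so polarization drops; 0% = enzyme with DMSO and 100% = wells lacking pPAFAH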
Target sequence (Q13093 whole entry, looked up): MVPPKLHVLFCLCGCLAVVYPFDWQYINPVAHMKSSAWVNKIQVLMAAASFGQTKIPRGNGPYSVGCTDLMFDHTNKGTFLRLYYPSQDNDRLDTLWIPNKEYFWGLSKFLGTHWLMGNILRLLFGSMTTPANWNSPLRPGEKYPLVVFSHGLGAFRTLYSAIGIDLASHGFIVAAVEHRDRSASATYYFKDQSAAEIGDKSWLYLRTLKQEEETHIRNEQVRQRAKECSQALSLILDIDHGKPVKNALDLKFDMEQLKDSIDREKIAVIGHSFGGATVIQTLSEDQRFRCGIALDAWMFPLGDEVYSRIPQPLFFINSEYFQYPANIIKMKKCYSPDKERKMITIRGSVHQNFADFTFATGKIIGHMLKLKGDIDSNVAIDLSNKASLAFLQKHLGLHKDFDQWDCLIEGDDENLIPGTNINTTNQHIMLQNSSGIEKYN
PREPL inh: human PREPL enzyme inhibition | recombinant PREPL, fluorescence polarization activity-based probe | 320,000 compounds, 0.68% hits | Q4J6C6 | inhibition, % at 5.96 µM; in the data active means inhibition above about 43%;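 further: 0% = enzyme with DMSO and 100% = wells lacking enzyme; many of its hits are not listed in these tables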
EBNA-1 inh: blocks EBNA-1 binding to DNA; 300,000 compounds, 0.34% hits; EBNA-1 DNA binding, fluorescence polarization; inhibition, % at 14.8 µM; in the data active means inhibition above about 28%
PAFAH1B2 FP inh: blocks human PAF acetylhydrolase 1b catalytic subunit 2 | recombinant PAFAH1B2, FP-rhodamine activity probe, fluorescence polarization | inhibition, % at 3.39 µM | 340,000 compounds, 1.2% hits | AID 492953;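 active means inhibition above the mean of all tested compounds plus 3 SD, cut at about 24% in these data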;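 further: 0% = enzyme with DMSO and 100% = wells lacking PAFAH1B2; many of its hits are not listed in these tables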
Target sequence (P68402 whole entry, looked up): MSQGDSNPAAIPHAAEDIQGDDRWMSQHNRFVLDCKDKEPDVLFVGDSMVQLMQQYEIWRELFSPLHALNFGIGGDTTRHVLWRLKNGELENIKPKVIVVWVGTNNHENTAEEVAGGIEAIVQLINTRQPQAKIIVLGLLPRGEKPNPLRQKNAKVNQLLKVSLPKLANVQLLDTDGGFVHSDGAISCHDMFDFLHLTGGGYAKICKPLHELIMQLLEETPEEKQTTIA
LYPLA1 inh: blocks human lysophospholipase 1, a PME1 counter-screen; O75608; recombinant LYPLA1, FP-Rh probe fluorescence polarization; inhibition, % at 5.9 µM; 320,000 compounds, 0.16% hits; AID 2174;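 active means inhibition above the mean of all tested compounds plus 3 SD, set per campaign, cut at about 14% in these data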;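 further: inhibitors block serine hydrolase probe labeling of LYPLA1 so polarization falls; 0% = enzyme with DMSO and 100% = wells lacking LYPLA1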
PAFAH1B3 inh: inhibitors of human PAFAH1B3; Q15102; recombinant PAFAH1B3, FP-rhodamine probe, fluorescence polarization; inhibition, % at 3.39 µM; 340,000 compounds, 0.28% hits; AID 492972;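 active means inhibition above the screen-wide average of all tested compounds plus 3 SD, cut at about 25% in these data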;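 further: 0% = enzyme with DMSO only and 100% = wells lacking PAFAH1B3 protein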
PAFAH2 inh: PAFAH2 (human) inhibition. Q99487. recombinant PAFAH2, FP-rhodamine activity probe, fluorescence polarization. inhibition, % at 3.39 µM. 340,000 compounds, 0.99% hits;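 active means inhibition above the mean over all tested compounds plus 3 SD, cut at about 30% in these data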;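 further: inhibitors block probe labeling of enzyme so polarization drops; 0% = enzyme with DMSO and 100% = wells lacking PAFAH2 protein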
* hit, by the source's call; / = no result given. These rows are one share of the data; count on the stated rates, not on these rows.

SMILES	ZTA DNA inh	LYPLA2 counter	pPAFAH inh	PREPL inh	EBNA-1 inh	PAFAH1B2 FP inh	LYPLA1 inh	PAFAH1B3 inh	PAFAH2 inh
COc1ccc(-c2nnc(SCC(=O)Nc3cc(C)on3)n2C)cc1OC	2	5	0	28	7	0	0	-2	9
CC(C)N(C(=O)[C@H]1C[C@H](CC(=O)NCCCn2ccnc2)C(=O)N2CCc3c([nH]c4ccc(Cl)cc34)[C@]12C)C(C)C	/	/	6	/	/	3	/	5	-9
O=C(Nc1ccccc1C(=O)O)c1ccc(NC(=O)C2CCCCC2)cc1	14	0	6	0	0	-1	-3	5	-29
COc1cc(OC)cc(C(=O)NCC(=O)OCC(=O)NC(C)(C)C)c1	7	-4	3	5	-2	-2	-1	1	4
O=c1nc(N2CCCC2)nc(N2CCCC2)[nH]1	1	3	7	-1	-6	1	-2	17	5
COc1ccc(-n2c(=O)/c(=C\c3cccs3)s/c2=C(/C#N)C(=O)N2CCN(C)CC2)cc1	-4	2	0	8	-3	1	0	-5	-1
O=C(CCOc1ccccc1)Nc1ccc(S(=O)(=O)N2CCCC2)cc1	12	4	-10	-17	-1	4	-4	6	2
Cc1cc(=O)oc2cc(OC(=O)c3nn(C(C)C)c(=O)c4ccccc34)ccc12	-2	6	-1	-3	-6	-3	2	-10	3
CCc1nc2sc3c(=O)[nH]cnc3c2c2c1CSC(C)(C)C2	-5	1	5	7	-3	13	0	-1	-9
COCC(=O)Nc1cc(Cl)ccc1C	1	-1	-8	6	-7	-4	-2	5	5
Cn1c(=O)oc2cc(S(=O)(=O)N3CCN(c4cccc(Cl)c4)CC3)ccc21	24	-2	1	-16	-4	8	-7	6	-1
COCCN(CCOC)c1nc(-c2ccc(Cl)cc2)nc2ccccc12	-9	5	7	0	-13	0	-2	4	13
CC(=O)c1ccc(N2CCN(C(=O)C(=O)c3c(C)[nH]c4ccccc34)CC2)cc1	5	3	0	9	1	-4	-5	1	-1
Cc1coc(NC(=O)CSc2nc(-c3ccc(Cl)cc3)cc(C(F)(F)F)c2C#N)n1	-7	1	0	5	8	0	1	-9	-14
CC(C)c1nc(NCCO)c2nnn(Cc3ccccc3)c2n1	-17	-3	3	10	8	3	3	-4	2
CSc1c(CN2CCN(C)CC2)c2ccccc2n1C	-4	-6	-7	0	2	/	-4	/	/
COc1ccc(C(NC(=O)c2ccc(-c3ccccc3)cc2)c2ccccc2)cc1 (configuration not stated)	-1	1	1	-8	-8	4	-1	6	-3
Cc1ccc(C(=O)Nc2cccc(C(=O)N/N=C/c3ccc(O)cc3)c2)cc1	11	-36	-3	4	-19	-1	-21	-5	2
CCOc1ccc(C(=O)CCc2nc3ccccc3s2)cc1	5	-6	2	10	-7	-3	-2	6	0
COc1cccc(C2c3[nH]c4ccccc4c3C[C@H]3C(=O)N(C4CCN(Cc5ccccc5)CC4)CC(=O)N23)c1 (some centres not stated)	2	-6	4	16	-9	2	-4	9	0
O=C(NN1CCCCC1)c1ccccc1	5	-5	-5	-9	-2	2	-2	-1	6
CCOC(=O)CSc1ccc(C(=O)NCCN2CCOCC2)cc1[N+](=O)[O-]	-11	1	3	5	-15	0	1	6	-5
CN1CCN(S(=O)(=O)c2ccc(Nc3ccc(F)cc3)nc2)CC1	-10	3	2	-6	5	5	-2	5	-6
O=C(NCc1ccc(F)cc1)c1c2c(nc3ccccc13)CCC2	-5	4	36*	18	-10	5	0	2	5
Cc1cc(C)c2c(=O)[nH]c(SCC(=O)NCc3ccccc3)nc2n1	9	1	2	-4	5	4	-2	-5	-6
SMILES	ZTA DNA inh	LYPLA2 counter	pPAFAH inh	PREPL inh	EBNA-1 inh	PAFAH1B2 FP inh	LYPLA1 inh	PAFAH1B3 inh	PAFAH2 inh
COCCNC(=O)CN1C(=O)CC(C)(C)S(=O)(=O)c2ccccc21	17	-3	-1	-9	5	7	-1	3	0
CC(C)n1c(-c2ccccc2)nc(=S)c2c1CCCC2	-1	-2	-4	-4	-10	/	-2	/	/
CC1(c2cccc(Br)c2)NC(=O)N(CC(=O)Nc2ccc(F)cc2)C1=O (configuration not stated)	9	-6	5	-5	-6	1	-3	7	-6
COC(=O)Cn1cc(/C=C/c2cc[n+](C)cc2)c2ccccc21	-26	-1	1	22	-2	1	-1	-5	4
COc1cc2c(cc1OC)C(c1ccccc1[N+](=O)[O-])N(C(C)=O)CC2 (configuration not stated)	-7	-4	-2	2	-3	10	-2	10	1
CCOc1ccc(C(O)(CCC(C)C)C(CN2CCOCC2)c2ccccc2)cc1 (configuration not stated)	-4	0	2	4	2	18	6	18	18
O=C(Nc1cc(C(F)(F)F)cc(C(F)(F)F)c1)Nc1cnn(-c2ccc([N+](=O)[O-])cc2)c1C(F)(F)F	2	3	0	6	6	7	0	8	2
CCN(C(=O)COC(=O)c1ccccc1NCCO)c1cccc2ccccc12	17	-4	3	0	3	-4	-11	3	5
Cc1ccc(C)c2[nH]c(=O)c(CCNC(=O)c3ccc(S(=O)(=O)N4CCCC4)cc3)cc12	-12	-1	-9	3	-7	10	-4	5	-2
COC(=O)c1c(NC(=O)C(=O)N2CCOCC2)sc2c1CCCC2	9	3	10	11	10	0	3	2	-4
N#CSC(c1ccccc1)c1nc2ccccc2[nH]c1=O (configuration not stated)	1	-5	6	-5	4	-5	-1	8	3
CN(c1ccccc1)S(=O)(=O)c1ccc(Cl)c(C(=O)OCC(=O)NC2CCS(=O)(=O)C2)c1 (configuration not stated)	-5	-4	-1	12	-6	17	1	6	5
N/C(=N\S(=O)(=O)c1cc(C(F)(F)F)cc(C(F)(F)F)c1)c1ccc(Cl)cc1	5	-7	0	19	-10	-4	-4	2	8
O=C(O)c1cncc(C#Cc2ccccc2)c1	15	-7	0	2	13	3	0	9	8
O=C(NC1CCCN(CCc2ccccc2)C1)c1c[nH]c2ccccc12 (configuration not stated)	-8	-3	0	-35	-4	4	-3	3	-4
COc1ccc(-c2noc(CN(C(=O)c3cccs3)C(C)C)n2)cc1	-5	-3	9	-6	2	1	-5	13	-8
Cc1ccc2sc(NNC(=O)C3=COCCO3)nc2c1C	23	1	9	10	-1	-1	1	14	2
Cc1cc(NC(=O)C(C)SCC(=O)N(C)Cc2ccccc2F)no1 (configuration not stated)	5	-3	2	2	/	-2	-2	2	-8
Cc1cc(=O)[nH]c(SCc2nnc(-c3ccccc3)o2)n1	2	0	-4	-19	-9	3	1	12	3
COc1ccc(Cl)cc1C(=O)n1cnc2ccccc21	3	2	-2	-2	7	4	-4	-3	-1
CCN(CC(=O)Nc1ccccc1C(F)(F)F)C(=O)CN1C(=O)NC(C)(c2ccccc2)C1=O (configuration not stated)	2	5	1	3	12	0	2	6	3
COc1ccc(CN2CCNC(=O)C2CC(=O)O)c(OC)c1 (configuration not stated)	-1	2	-9	21	-4	0	-5	-1	-3
COc1ccc(C(=O)NC2CCCc3ccccc32)cc1Br (configuration not stated)	11	3	7	-6	2	4	-1	-2	14
COC(=O)c1cc(NC(=O)c2cccnc2)ccc1N1CCOCC1	3	3	-3	-6	-4	1	0	-2	3
Cc1ccc(-c2nnc(CCC(=O)N(C)Cc3nccs3)o2)s1	13	4	3	12	6	-3	1	4	-4
SMILES	ZTA DNA inh	LYPLA2 counter	pPAFAH inh	PREPL inh	EBNA-1 inh	PAFAH1B2 FP inh	LYPLA1 inh	PAFAH1B3 inh	PAFAH2 inh
COC(=O)COc1ccc2cccc(-n3cnnn3)c2c1	15	-7	4	7	4	5	-2	5	0
CN(C(=O)COC(=O)c1ccccc1C(=O)N(C)c1ccccc1)c1ccccc1	-5	5	3	8	2	12	3	5	-7
O=C(NCCSc1ccccc1)c1ccccc1	-24	-3	2	-14	4	8	0	1	6
O=C(Nn1cnnc1)c1cc(Cl)ccc1Cl	-23	0	0	1	-11	-2	1	4	1
COc1ccc(NC(=O)CN(C)C(=O)CCC(=O)c2ccc(C)cc2)cc1	-4	1	-1	11	-7	-2	0	4	-1
O=C(CNC(=O)c1ccc2c(=O)n3c(nc2c1)CCC3)Nc1ccc(F)c(F)c1	9	-1	0	14	8	-3	-4	-1	-2
O=S1(=O)N=C(N2CCc3ccccc3C2)c2ccccc21	30	4	1	2	6	6	2	5	-6
Cc1occc1C(=O)N1CCN(c2ccccc2)CC1	-9	3	-1	7	-8	-3	3	2	3
CC(C)CN(C(=O)c1ccc([N+](=O)[O-])s1)c1c(N)n(Cc2ccccc2)c(=O)[nH]c1=O	-1	6	9	4	-4	3	-2	11	7
O=Cc1cn(-c2ccccc2)nc1-c1ccccn1	-7	6	0	-11	-12	3	-2	1	8
CN1CCN(S(=O)(=O)c2ccccc2)C(c2ccccc2)C1 (configuration not stated)	/	/	-4	2	/	0	/	14	8
CCOc1ccc(S(=O)(=O)NCCC(=O)NC2=NCCS2)cc1	-2	-2	0	5	4	-3	1	1	5
CC1CCN(C2=NC(=O)/C(=C/c3ccc(O)cc3)S2)CC1	15	10	9	12	4	4	1	8	13
COC(=O)[C@H](Cc1ccccc1)NC(=O)NCCC1=CCCCC1	-2	1	10	6	-2	10	0	4	7
Cc1nc(-c2ccccn2)sc1C(=O)Nc1ccc(Cl)c(Cl)c1	-3	-70	-24	-1	1	-4	-44	-13	-32
O=C(Nc1c(C(=O)N2CCCC2)cnn1-c1ccccc1)c1cccc(F)c1	-4	1	4	2	2	5	0	-1	-1
CCn1ncc(Cl)c1C(=O)NC(=S)Nc1c(C)cc(C)cc1[N+](=O)[O-]	-4	-3	-4	15	-6	1	-6	12	0
CCc1n[nH]c(=S)n1/N=C/c1cc(Br)c(OC)cc1OC	-24	8	6	1	3	4	4	3	8
CCN(CC)c1ccc(/C=N/NC(=O)c2cnccn2)c(O)c1	4	-1	5	-2	-1	8	1	4	12
Cc1ccc(C(=O)N2CCCCC2)cc1S(=O)(=O)N1CCCCCC1	-4	2	2	3	-1	3	-6	-1	1
Cc1c(C(=O)Nc2cccc(Cl)c2)cn2c(nc3ccccc32)c1C#N	0	-7	-1	5	-7	-1	-6	3	-10
CC(OC(=O)Cc1cccc(C(F)(F)F)c1)C(=O)Nc1ccc(Cl)cn1 (configuration not stated)	6	-4	-1	-7	-9	-2	-2	0	0
CC(=O)C(Sc1ccc2nnc(-c3cccnc3)n2n1)C(C)=O	-13	1	6	3	-2	2	0	7	2
CCCc1cc(SCC(=O)Nc2c(C)n(C)n(-c3ccccc3)c2=O)n2c(nc3ccccc32)c1C#N	-20	0	7	-10	-15	/	-3	/	/
Cc1ccc2cc(CN(CC(C)C)S(=O)(=O)c3ccccc3)c(=O)[nH]c2c1	1	-5	0	-6	-19	5	0	8	2
SMILES	ZTA DNA inh	LYPLA2 counter	pPAFAH inh	PREPL inh	EBNA-1 inh	PAFAH1B2 FP inh	LYPLA1 inh	PAFAH1B3 inh	PAFAH2 inh
O=[N+]([O-])/C=C/c1cn(Cc2ccc(Cl)cc2)c2ccccc12	5	-34	7	-14	-7	3	-22	3	-7
CCCCn1c(N)c(S(=O)(=O)c2ccc(C)cc2)c2nc3ccccc3nc21	5	-22	-1	-2	-1	-5	-14	-21	-8
CC(Oc1cccc(Br)c1)C(=O)N1CCCN(C)CC1 (configuration not stated)	-12	6	4	18	-1	2	4	-1	1
O=C(CSc1cnc2ccccc2n1)c1ccc(F)cc1	-3	3	-2	9	8	5	-1	8	-1
Cc1ccc([N+](=O)[O-])c(C(=O)N/N=C/c2cccs2)c1	-13	5	7	16	-8	3	0	-2	2
COc1ccc(Cn2c(=O)cc(C)[nH]c2=S)cc1	-4	7	7	-8	-11	3	3	0	-6
CCn1c(SCc2nc3ccccc3[nH]2)nnc1-c1ccccc1OC	-2	0	2	-8	8	-4	2	0	0
